Pf apPOL block – Pf-apPOL DNA polymerase inhibition | AID 1794808 | 210,000 compounds, 0.25% hits | inhibition, % at 10 µM | Recombinant Pf-apPOL, molecular beacon fluorescence, 1.5 h
mHTT CaM bind – disrupts binding of mutant huntingtin to calmodulin | AlphaScreen His-mHTT/GST-CaM binding, luminescence | inhibition, % at 15 µM | 190,000 compounds, 3.6% hits | AID 1671202;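 also: 0% = both proteins with DMSO and 100% = one protein alone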
Starred values were filed as active, the others as inactive; i = inactive; / = not tested or not shown; & = joins results of further samples. Rule as the data show it: active = inhibition above about 50%; inactive = the rest.

Second line of a record: Pf apPOL block, mHTT CaM bind
> O=c1c2ccc(F)cc2ncn1C1CCN(S(=O)(=O)c2ccccc2)CC1
  1.0, -5.5
> CC(=O)N1CCN(c2ccc([N+](=O)[O-])cc2)CC1
  0.4, 1.4
> Cc1nc2c(NC(=O)c3ccc(OC(F)(F)F)cc3)cccn2n1
  -0.4, -5.2
> COc1ccc2c(c1)c(CN1CCC(C(=O)NCCc3ccco3)CC1)cn2C
  -1.6, 7.2
> O=C(CC(NS(=O)(=O)c1ccc(Br)cc1)c1ccco1)NCc1cccnc1 (stereo unspecified)
  4.3, 1.0
> Cc1ccccc1CS(=O)(=O)Cc1ccc(C(=O)NCCCN2CCCC2=O)o1
  -13.1, -3.0
> COc1ccc(Cn2c(SCC#N)nc3c(sc4cccc(F)c43)c2=O)cc1
  -5.3, -1.0
> CCN(CC)c1ccc(/C=C2/C(=O)N(c3ccccc3)N=C2C)cc1
  -4.5, 65.0*
> CCOc1cc(/C=C2\C(=O)NN(c3ccc(Cl)c(Cl)c3)C2=O)ccc1O
  -2.3, 27.0
> CC(=O)Nc1ccc(S(=O)(=O)NCc2ccco2)cc1
  -4.7, -0.6

The last 4 compounds of the section above open the next one:
Second line of a record: Pf apPOL block, mHTT CaM bind
> COc1ccc(Cn2c(SCC#N)nc3c(sc4cccc(F)c43)c2=O)cc1
  -5.3, -1.0
> CCN(CC)c1ccc(/C=C2/C(=O)N(c3ccccc3)N=C2C)cc1
  -4.5, 65.0*
> CCOc1cc(/C=C2\C(=O)NN(c3ccc(Cl)c(Cl)c3)C2=O)ccc1O
  -2.3, 27.0
> CC(=O)Nc1ccc(S(=O)(=O)NCc2ccco2)cc1
  -4.7, -0.6
> COc1ccc(S(=O)(=O)N2CCC(c3noc(-c4cccc(C)c4)n3)CC2)cc1
  -3.5, -13.1
> COc1ccc(N2C=C(C#N)S(=O)(=O)c3ccc(C)cc32)cc1Cl
  -0.4, -0.9
> Cc1ccc(NC(=O)c2ccc3c(c2)C(=O)N(CC2CCCO2)C3=O)cc1C (stereo unspecified)
  -8.5, 9.1
> CN(C)c1cc(N2CCCC(NC(=O)NCc3ccccc3)C2)ncn1 (stereo unspecified)
  -5.1, -3.8
> COc1ccc(N=Cc2cc(Br)c(O)c(Br)c2O)cc1OC
  4.4, 38.0
> CCOC(=O)c1cc(C)nc(N2CCC(C(N)=O)CC2)c1C#N
  -6.1, /
> O=c1nc(SCc2ccc(Cl)c(Cl)c2)c2c(n1CC1CCCO1)CCC2 (stereo unspecified)
  -13.8, 19.8
> O=C(Cn1nc(C(=O)N2CCOCC2)cc1C1CC1)NCCCN1CCCC1=O
  -7.5, -8.6
> O=C(NC1CCCCC1)c1cccc(S(=O)(=O)N2CCCCC2)c1
  7.3, -8.5
> CCOC(=O)N1CCN(C2CC(=O)N(c3ccccc3)C2=O)CC1 (stereo unspecified)
  0.7, 1.2

Additional results:
Second line of a record: Pf apPOL block, mHTT CaM bind
> CC(C)CC(=O)NC(c1ccc2c(c1)OCO2)c1ccc2cccnc2c1O (stereo unspecified)
  -3.6, 100.0*
> COc1ccc(NC(=O)c2cccc(N3C(=O)c4ccc(C(=O)O)cc4C3=O)c2)c(OC)c1
  -8.6, 2.0
> CC(=O)Nc1ccc(-c2noc(C3CCN(C(=O)CCC4CCCC4)CC3)n2)cc1
  -2.1, 12.1
> CN(C)c1ccc(/C=C2N=C(/C=C/c3ccc([N+](=O)[O-])cc3)OC\2=O)cc1
  1.4, 3.0
> Cc1cc(NC(=O)CNS(=O)(=O)c2ccc(Br)s2)ccc1Br
  -1.4, 1.0
> Cc1ccc2c(Nc3ccc(Cl)c(F)c3)c(C(=O)N3CCOCC3)cnc2n1
  2.6, 2.4
> NC(=O)c1cc(C(N)=O)c(C(N)=O)nc1C(N)=O
  -0.4, 3.0
> COc1cc(CCC(=O)NCC(=O)O)cc(OC)c1OC
  -7.4, /
> Cc1cc2nc(C(=O)Nc3cc(F)ccc3C)cc(C)n2n1
  -2.1, -3.8
> CN(C)c1cc(OC2CCN(S(=O)(=O)c3cccs3)C2)ncn1 (stereo unspecified)
  1.1, 4.5

Next section:
Second line of a record: Pf apPOL block, mHTT CaM bind
> CC(=O)CC[C@@H]1CC[C@]2(CCCN(C(=O)C(C)(C)C)C2)O1
  -3.7, 41.9
> Cc1ccc(CNC(=O)CN(c2cccc([N+](=O)[O-])c2)S(C)(=O)=O)cc1
  -0.1, 1.9
> CSc1ccc(CN2CCN(S(=O)(=O)c3ccc([N+](=O)[O-])cc3)CC2)cc1
  -3.5, 32.5
> CC(C)NCc1nc2sc3c(c2c(=O)[nH]1)CCCC3
  -1.6, 2.6
> CCc1nccn1Cc1nc(C2CCCCC2)no1
  -0.6, 0.0
> COc1ccc(OC)c(C2CC(c3cccs3)Nc3ncnn32)c1 (stereo unspecified)
  5.9, 4.0
> COc1cccc(N2CCN(CC(O)c3cc(C)ccc3C)CC2)c1 (stereo unspecified)
  -6.2, -0.1
> CC(C)c1ccc(NC(=O)C2CCCN(C(=O)c3ccc(Cl)cc3)C2)cc1 (stereo unspecified)
  0.5, 27.6
> CSc1ccccc1C(=O)Nc1nc2cc3c(cc2s1)OCO3
  2.6, -0.8
> COc1ccc(-c2c(C)oc3cc(OCC(=O)O)ccc3c2=O)cc1OC
  4.1, 1.7

Next section
Second line of a record: Pf apPOL block, mHTT CaM bind
> O=C1CSC(c2ccc(F)cc2)N1c1c(F)cccc1F (stereo unspecified)
  -5.2, -7.0
> COc1ccc(OC)c(C=C2Oc3cc(OCC(=O)O)ccc3C2=O)c1
  16.0, 3.6
> Cc1nc2ccccc2n1S(=O)(=O)N1CCOCC1
  -2.4, -2.0
> Cc1cc(C)nc(Nc2nc3ccccc3[nH]2)n1
  -0.9, 0.0
> CC(C(=O)NCCCSC1CCCCC1)C1Sc2ccccc2NC1=O (stereo unspecified)
  -15.6, 2.0
> Cc1ccccc1CS(=O)(=O)Cc1ccc(C(=O)NCCC(C)C)o1
  -0.2, 4.0
> Cc1ccc(N2C(=O)CSC2c2ccc(F)cc2)cc1 (stereo unspecified)
  -0.8, -4.0
> O=C(CN1CCC(c2nc(-c3ccccc3)no2)CC1)Nc1ccccc1Br
  2.1, -5.4
> COc1ccc(C2/C=C\CN(S(=O)(=O)CC34CCC(CC3=O)C4(C)C)CC(=O)N2Cc2ccc(F)cc2)cc1 (stereo unspecified)
  -2.3, 16.2
> O=C(CN1CCN(C(=O)Nc2ccc(Cl)cc2)CC1=O)NCc1ccccc1
  0.9, -4.5

Further compounds follow.
Second line of a record: Pf apPOL block, mHTT CaM bind
> Cn1cc(CC(=O)Nc2cccc(Cl)c2)c2ccccc21
  -0.1, 28.0
> O=C(CN1C(=O)C(c2ccc(F)cc2)=NC12CCCC2)Nc1ccc(F)cc1
  -8.4, -6.1
> NC(=NOC(=O)c1ccc(Cl)cc1)c1cccc(CS(=O)(=O)c2ccccn2)c1
  -1.3&-25.2, /
> Cc1ccccc1N=c1oc2ccccc2cc1C(N)=O
  -2.6, 4.0
> COc1ccc(Cl)cc1NS(=O)(=O)c1cc2c(s1)CCN(C(=O)C1CC1)C2
  0.1, 21.4
> COc1ccc(CCNC2CC(=O)N(c3ccccc3)C2=O)cc1OC (stereo unspecified)
  -5.2, -12.8
> CCOc1ccccc1CN1C(=O)CCC1(C)C(=O)NC1CCCCC1 (stereo unspecified)
  5.2, -2.0
> Cc1c(Cl)cccc1-n1ncnc1-c1ccc2c(c1)OCO2
  4.4, -2.0
> CCOC(=O)C1CCC(CNC(=O)N2CCn3cccc3C2C(C)C)CC1 (stereo unspecified)
  -4.0, 13.4
> Nn1c(-c2ccccc2)n[nH]c1=S
  -4.1, /

Further compounds follow:
Second line of a record: Pf apPOL block, mHTT CaM bind
> O=C(Nc1ccc(I)cc1)N1CCOCC1
  -5.8, -2.4
> COC(=O)C1CCN(C2CN(Cc3ccccc3)S(=O)(=O)C2)CC1 (stereo unspecified)
  -2.6, -5.7
> COc1ccc(CN2CCC(C)(O)C(N3CCCC3)C2)cc1 (stereo unspecified)
  -1.3, -0.9
> O=C1c2cccc([N+](=O)[O-])c2C(=O)N1c1ccc(Br)cc1
  0.7, 1.0
> CCOc1ccccc1N/C(=C(/C(Cl)=C(Cl)Cl)[N+](=O)[O-])n1cncn1
  2.7, 30.0
> CCN(CC)c1ncc2c(n1)CC(c1ccco1)CC2=O (stereo unspecified)
  -2.6, 3.0
> CS(=O)(=O)N(CC(=O)N1CCN(c2ccccc2F)CC1)c1ccccc1Br
  -2.6, 15.6
> O=S(=O)(N=Cc1ccc(Br)cc1)c1cccs1
  10.2, 3.0
> O=c1ccc(S(=O)(=O)N2CCCC2)cn1Cc1cccc(F)c1
  1.6, -0.9
> O=C1CC(Cc2ccccc2)C(=O)N1Cc1ccco1 (stereo unspecified)
  -3.7, -0.8

Continuation:
mol	Pf apPOL block	mHTT CaM bind
COc1cccc(-c2cc(C3CCN(S(=O)(=O)c4ccc(F)c(F)c4)CC3)[nH]n2)c1	-1.0	2.7
CC(C)c1noc(C2CCCCN2Cc2cc(F)cc(F)c2)n1 (stereo unspecified)	-3.9	-83.2
CC(C)NC(=O)N1CCCC(c2cccc(C(=O)N3CCCC3)c2)C1 (stereo unspecified)	-3.9	-1.9
O=C(Cc1cccs1)N1CCCC(c2n[nH]c(C3CC3)n2)C1 (stereo unspecified)	16.1	35.0
COCCCn1cnn2c(=O)c3ccccc3nc2c1=O	-0.2	/
COCCCNS(=O)(=O)c1ccc(NS(=O)(=O)c2cc(OC)ccc2OC)cc1	-9.3	/
CS(=O)(=O)N1CCN(Cc2ccc(=O)n(CC3CC3)c2)CC1	1.1	-8.1
Cc1cc(C)n2nc(SCC(=O)NC(C)CCc3ccccc3)nc2n1 (stereo unspecified)	-9.4	17.0
O=C(Nc1ccc(S(=O)(=O)Nc2nccs2)cc1)Nc1ccc(Cl)c(Cl)c1	-3.3	78.1*
CC(C)c1ccc(C2C(C#N)=C(N)SC(N)=C2C#N)cc1	1.6	37.7
Cc1cc(C)cc(N2CCC(NC(=O)CC(C)C)C2=O)c1 (stereo unspecified)	-2.6	-9.6
CCCCNC(=O)/C=C1\Sc2ccccc2N(Cc2ccc(F)cc2)C1=O	-12.0	-18.0
COc1ccc(C(C(=O)NC2CCCCC2)N2CCC3(CC2)OCCO3)cc1 (stereo unspecified)	0.1	-6.0
COc1ccc(CN(CCC2CCOC(C)(C)C2)C(C)=O)cc1 (stereo unspecified)	2.0&-3.3	9.6&-1.3
CC(C)Cn1c(=O)c(-c2ccc(C(=O)NCCCN(C)C)cc2)nc2ccccc21	5.6	18.9
Cc1cccc(C)c1NC(=O)CSC(=O)c1sc2ccccc2c1Cl	-1.5	/
COc1cccc(-c2nc(-c3ccccn3)no2)c1	-2.5	1.6
O=C(Nc1ccccn1)NC(c1ccccc1)C(Cl)(Cl)Cl (stereo unspecified)	-1.4	-4.0
c1ccc(-n2ncc3c(N4CCCc5ccccc54)nnnc32)cc1	-6.9	-6.3
CC(C)N1CCN(C(=O)C2CC(=O)N(CCc3ccccc3)C2)CC1 (stereo unspecified)	-9.0	-3.5

(next part)
mol	Pf apPOL block	mHTT CaM bind
COc1cc(OC)c2ccc(=O)oc2c1C(CCN1CCCC1)c1ccc(N(C)C)cc1 (stereo unspecified)	-0.1	46.2
COc1ccc(/C(N)=N/OC(=O)COc2ccc(Br)c(C)c2)cc1	-6.2	i
COc1ccc(NCN2C(=O)c3cc(Cl)c(Cl)cc3C2=O)cc1	7.8	2.0
COc1ccc(CCNC2CC(=O)N(CCc3ccc(OC)c(OC)c3)C2=O)cc1OC (stereo unspecified)	6.0	5.0
Cn1cc(C(=O)N2CCC(c3nnc(-c4ccco4)s3)CC2)nn1	-0.6	-7.0
O=C(NCc1ccccc1F)C1CCN(c2cncnc2N2CCCC2)CC1	-9.4	19.3
O=C1CCC(=O)N1CNc1ccc(-c2ccc(NCN3C(=O)CCC3=O)cc2)cc1	-3.2	2.0
CC1CCN(CC(O)COC23CC4CC(CC(C4)C2)C3)CC1 (stereo unspecified)	-8.2	-4.6
CC1CC(=O)C2=C(C1)OC(N)=C(C#N)C21C(=O)Nc2ccccc21 (stereo unspecified)	0.3	-4.4
O=C(Cn1cccc1-c1nc(-c2ccccc2)cs1)NC1CCCCC1	1.1	-5.3
COC(=O)c1[nH]ncc1N	/	12.7
O=C1ON=C(c2ccccc2)/C1=C/c1ccc(Br)s1	-2.8	3.0
O=C1[C@H](Cc2ccccc2)NCCCC[C@H](c2ccco2)N1Cc1ccccc1	1.9	92.6*
COc1ccc(-n2cc(-c3ccccc3)c3c(=O)[nH]cnc32)cc1	-8.8	25.0
CCc1noc(-c2cccn2Cc2ccccc2)n1	1.9	-47.0
O=C(c1ccccc1Cl)N1CCC(Cc2ccccc2)CC1	2.1	-8.0
CC1(C)CC(=O)C(C2OC(=O)c3ccccc32)=C(O)C1 (stereo unspecified)	-7.4	3.0
COc1ccccc1C1CCN(S(=O)(=O)c2ccc(Cl)cc2)CC1	6.3	/
CC(=O)c1cccc(NC(=O)CS(=O)(=O)c2ccccc2)c1	-7.6	-19.8
CC1C(=NO)C(C)C(c2ccc(N(C)C)cc2)NC1c1ccc(N(C)C)cc1 (stereo unspecified)	-11.0	76.0*

(listing goes on)
mol	Pf apPOL block	mHTT CaM bind
COc1ccc(N(C)S(=O)(=O)c2cc(Br)cc3c2N(C(C)=O)CC3)c(OC)c1	-3.7	24.0
O=C(Nc1ccccc1)c1ccc(N2CCC(NCc3ccc(O)cc3)C2)nc1 (stereo unspecified)	20.2	0.2
CCOC(=O)C(C#N)=CC=C(c1ccc(Cl)cc1)N1CCSCC1	-4.8	/
Cc1cccc(CS(=O)(=O)Cc2ccc(C(=O)NCCc3ccc(Cl)cc3)o2)c1	-10.9	17.0
CCOC(=O)COc1ccc2c(C)c(-c3ccc(OC)c(OC)c3)c(=O)oc2c1	-20.8	6.5
Cc1ccccc1NC(=O)c1cccc(NCN2C(=O)c3ccc(Br)cc3C2=O)c1	-0.5	-2.0
O=C(Nc1ccccc1F)c1cc([N+](=O)[O-])ccc1Cl	6.2	1.0
COC(=O)c1cc(Nc2cc(OC)cc(OC)c2)c2cccc(C)c2n1	-2.4	-58.1
O=C(c1ccccc1)N1C(O)CCC12CSCC2=O (stereo unspecified)	0.2	1.0

Bioassay records deposited in PubChem BioAssay by University of Kansas High Throughput Screening Laboratory.
